mIAP act: activators of mouse IAP, primary screen, biochemical, luminescence, uHTS; intestinal alkaline phosphatase [Mus musculus]; muIAP, CDP-Star luminescence, 30 min; active compounds read high; 1 = vehicle-only enzyme signal, 0 = enzyme-free wells; activation factor at 10 µM; 330,000 compounds, 0.24% hits; AID 2805, 2010;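 active = activation factor of at least 2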; note: the source names both 10 and 20 µM as test concentration; values of inactives mirror those of a sister screen read the other way
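also added = chemiluminescent substrate CDP-Star | test system = mouse IAP enzyme | signal = chemiluminescence readout | compound = DMSO-dissolved test compounds | incubation = 30 min at room temperature | benchmarks = DMSO wells, no-enzyme wells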
mIAP block: inhibitors of mouse IAP, primary screen, biochemical, luminescence, uHTS; intestinal alkaline phosphatase [Mus musculus]; inhibition, % at 10 µM; 330,000 compounds, 0.2% hits; AID 2806, 2010; purified mouse IAP, CDP-Star luminescence, 30 min;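 active = inhibition of at least 40% at 10 µM in the primary screen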;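 note: plate controls were DMSO with enzyme for no effect and no enzyme wells for full effect; values of inactives mirror those of a sister screen read the other way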
APOBEC3A inh: APOBEC3A ssDNA deaminase inhibitors, primary screen, selectivity assay for APOBEC3G inhibitor project, biochemical, FAM/TAMRA oligo cleavage fluorescence; DNA dC->dU-editing enzyme APOBEC-3A (Homo sapiens), P31941; recombinant A3A, FAM/TAMRA ssDNA deamination fluorescence; inhibition, % at 20 µM; 330,000 compounds, 0.41% hits;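 active = at least 40% inhibition at 20 µM here, with at most 30% in a related deaminase screen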;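 note: plate controls were A3A with DMSO for no effect and wells lacking A3A enzyme for full effect; some results filed as inactive read as strong as hits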
Target sequence (P31941 whole entry, looked up): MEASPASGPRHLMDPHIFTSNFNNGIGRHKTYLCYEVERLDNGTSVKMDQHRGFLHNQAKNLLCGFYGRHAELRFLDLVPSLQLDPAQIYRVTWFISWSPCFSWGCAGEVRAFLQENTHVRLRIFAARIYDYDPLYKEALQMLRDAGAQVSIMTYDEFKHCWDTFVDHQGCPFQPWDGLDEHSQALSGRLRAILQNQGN
A3G deaminase: APOBEC3G DNA deaminase inhibitors, primary screen, biochemical, fluorescence, single-stranded DNA substrate, uHTS; 330,000 compounds, 0.28% hits; DNA dC->dU-editing enzyme APOBEC-3G (Homo sapiens), Q9HC16; inhibition, % at 20 µM; recombinant A3G, ssDNA deamination FAM/TAMRA fluorescence;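 active = inhibition of at least 40% at 20 µM, with no more than 30% in the related APOBEC3A deaminase screen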;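 note: plate controls were DMSO wells with A3G for no effect and wells lacking A3G enzyme for full effect; some compounds called inactive have numbers as strong as hits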
Target sequence (Q9HC16 whole entry, looked up): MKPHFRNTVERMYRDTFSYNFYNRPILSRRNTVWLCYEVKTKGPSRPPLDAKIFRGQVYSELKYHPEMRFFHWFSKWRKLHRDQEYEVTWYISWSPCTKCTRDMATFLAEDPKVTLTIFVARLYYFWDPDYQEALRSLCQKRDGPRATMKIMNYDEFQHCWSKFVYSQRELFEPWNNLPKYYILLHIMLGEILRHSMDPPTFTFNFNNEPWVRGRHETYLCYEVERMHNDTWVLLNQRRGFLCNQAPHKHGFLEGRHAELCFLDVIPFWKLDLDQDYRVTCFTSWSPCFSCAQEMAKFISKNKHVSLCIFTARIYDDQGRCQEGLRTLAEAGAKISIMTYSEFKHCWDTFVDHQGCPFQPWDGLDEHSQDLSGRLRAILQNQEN
hIAP block: human IAP inhibitors, primary screen, biochemical, luminescence, uHTS; Intestinal-type alkaline phosphatase (Homo sapiens), P09923; purified IAP, CDP-Star luminescence, 30 min; inhibition, % at 10 µM; 330,000 compounds, 0.12% hits; AID 2544, 2010;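 active = inhibition reaching a set limit with compound at 10 µM in the primary screen, cut at about 35% in these data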;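 note: plate controls were DMSO wells with enzyme for no effect and no-enzyme buffer wells for full effect; values of inactives mirror those of a sister screen read the other way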
hIAP activ: human IAP activators, primary screen, biochemical, luminescence, uHTS; activation factor at 10 µM; purified human IAP, CDP-Star luminescence, 30 min; active compounds read high; 1 = vehicle-only enzyme, 0 = enzyme-free background; 330,000 compounds, 0.16% hits; AID 2524, 2010; Intestinal-type alkaline phosphatase (Homo sapiens), P09923;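 active = activation factor of the enzyme at least 2-fold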; note: the source names both 10 and 20 µM as test concentration; values of inactives mirror those of a sister screen read the other way
MPTP block: mitochondrial permeability transition pore inhibitors, primary screen, biochemical, isolated mouse mitochondria, absorbance. 360,000 compounds, 1.4% hits. inhibition, % at 10 µM. Ca2+ swelling absorbance, 30 min;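 active = inhibition of 50% or more, scaled per plate between neutral and stimulator controls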;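 note: 0% = DMSO wells given calcium and 100% = 1 mM EGTA wells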
MIN6 prolif: inducers of MIN6 beta-cell proliferation, primary screen, ATP luminescence, uHTS; MIN6 cells proliferation, ATPlite luminescence, 48 h; cells starved in 0.2% serum; 100% = growth in 10% serum; proliferation, % at 10 µM; 330,000 compounds, 0.29% hits;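 active = compounds whose signal lies at least 3.5 SD above the mean of all wells on their plate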;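 note: 0% = DMSO-treated cells in low-serum medium and 100% = 10% serum control; some compounds called inactive have numbers as strong as hits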
ATG4B inhibitor: ATG4B protease inhibitors, primary screen, biochemical, fluorescence, uHTS. Cysteine protease ATG4B (Homo sapiens), Q9Y4P1. ATG4B cleavage of LC3-PLA2, NBD-HPC fluorescence, 1 h. inhibition, % at 8.33 µM. 340,000 compounds, 0.51% hits. AID 504462, 2011; in the data active = inhibition above about 40%
* = called active by the depositor; · = not tested or not shown.

mol	mIAP act	mIAP block	APOBEC3A inh	A3G deaminase	hIAP block	hIAP activ	MPTP block	MIN6 prolif	ATG4B inhibitor
CC(C)CN1C(=O)C(=O)N(CC(=O)c2ccc[nH]2)C1=O	1.03	-2.9	-4.3	1.9	-2.7	1.03	0.1	-3.8	6.4
COc1ccc(N=Nc2c(C)n[nH]c2C)cc1	0.861	13.9	0.0	-1.9	-9.0	1.09	0.3	0.0	-3.1
CCOC(=O)c1nc(NNC(C)=O)sc1C	0.934	6.6	-3.4	-7.6	-51.2	1.51	1.5	-3.0	1.9
Cc1nc(-c2c(C(F)(F)F)noc2-c2ccc(O)cc2O)cs1	0.959	4.1	-0.1	-6.5	7.2	0.928	0.4	-1.3	-17.0
Cc1ccc(OCCN2CCCCCC2)c(C)c1	0.877	12.3	-1.8	-6.3	8.6	0.914	9.5	1.3	7.7
NC(=O)C1CCN(CC(=O)N2c3ccccc3CCc3ccccc32)CC1	1	-0.2	-5.1	-5.9	-7.8	1.08	0.3	-2.6	-7.0
CCOc1ccc(C(=O)Nc2cccc3ncccc23)cc1Cl	1.1	-10.4	-2.5	1.6	-5.9	1.06	11.0	-2.5	6.1
CCOC(=O)c1c(C=O)c(C)n(Cc2ccc(Cl)cc2)c1C	1.03	-3.0	-2.6	-3.1	16.8	0.832	7.2	-3.6	-6.0
O=C(CSc1nnc(CN2CCCC2)n1-c1ccc(F)cc1)c1ccc2c(c1)OCO2	0.976	2.4	-7.2	-11.7	8.3	0.917	-0.4	-3.0	-3.4
Cc1ccc(OCC(=O)NC(=S)Nc2ccc(Br)c(C)n2)cc1	1.09	-9.4	-5.0	-4.6	2.7	0.973	-0.8	-0.9	1.6
CC1(C(=O)N2CCN(c3ccc([N+](=O)[O-])cc3)CC2)CC1(Cl)Cl (stereo not drawn)	0.818	18.2	0.4	-9.4	11.1	0.889	0.4	-2.8	2.5
CC(C)CN(CC(C)C)CC(O)COc1ccccc1Br (stereo not drawn)	0.963	3.7	0.3	-1.1	7.4	0.926	2.3	0.0	14.0
COc1cccc(CNC(=O)CCC2CCCN(C(=O)C3=CC(=O)CC(C)(C)O3)C2)c1 (stereo not drawn)	0.957	4.3	6.1	-0.6	-8.3	1.08	-0.9	-2.5	-1.6
O=C(NCC(=O)N(c1cccnc1)C(C(=O)NC1CCCC1)c1ccccc1F)c1ccco1 (stereo not drawn)	0.992	0.8	-2.3	-8.8	-5.0	1.05	-1.5	0.0	4.2
Cn1c(C2=C(O)CN(Cc3ccccc3)C2=N)nc2ccccc21	1.11	-10.6	-0.3	-3.2	-19.4	1.19	0.0	-0.2	4.6
Cc1ccc2c(CN3CCCCC3C)cc(=O)oc2c1C (stereo not drawn)	0.941	5.9	-5.2	-9.9	-19.5	1.2	-0.9	2.4	3.2
CSc1nc(Cl)c(Cc2ccc(OC(C)C)cc2)c(N2CCOCC2)n1	0.921	7.9	-1.0	-3.5	19.1	0.809	27.7	-6.4	-3.9
COC(CSc1nc(N)c2c3c(sc2n1)CN(C)CC3)OC	0.947	5.3	-1.4	-6.1	11.1	0.889	-0.3	0.9	-3.6
CCN1CCN(c2nc(-c3cccs3)nc3ccccc23)CC1	0.924	7.6	-3.3	5.3	3.5	0.965	0.4	1.2	-12.8
CCn1c(SCc2nc3ccccc3nc2C)nnc1-c1cccs1	0.955	4.5	-7.2	-14.3	-18.2	1.18	5.3	1.1	-4.8
COc1ccc(/C=C2\SC(=O)N(CCC(=O)N3CCCCC3CCO)C2=O)cc1 (stereo not drawn)	0.966	3.4	-6.6	-7.9	-15.7	1.16	-0.5	-2.5	-5.9
Cc1ccc(C(=O)/C=C/c2ccco2)c(O)c1	0.849	15.1	4.9	2.5	18.8	0.812	2.5	-3.0	-0.1
Cc1ccc(-c2nn(-c3ccc(F)cc3)cc2C(=O)N(C)CC(=O)Nc2ccc(N3CCOCC3)cc2)cc1	1.08	-7.7	5.7	-8.9	-3.5	1.03	-2.2	-4.2	-6.1
CNC(=S)Nc1ccc(C23CC4CC(CC(C4)C2)C3)cc1	1.28	-28.0	0.1	-4.3	-40.2	1.4	52.3*	-6.2	11.0
CCCc1[nH]nc2c1C(c1ccc(OC(=O)N3CCOCC3)c(OC)c1)C(C#N)=C(N)O2 (stereo not drawn)	0.941	5.9	-1.3	-1.7	-9.6	1.1	1.4	-3.4	-8.0

Look-ups from the list:
Cc1ccc2c(CN3CCCCC3C)cc(=O)oc2c1C (stereo not drawn) @ APOBEC3A inh = -5.2
COc1cccc(CNC(=O)CCC2CCCN(C(=O)C3=CC(=O)CC(C)(C)O3)C2)c1 (stereo not drawn) @ A3G deaminase = -0.6

Other compounds follow:
mol	mIAP act	mIAP block	APOBEC3A inh	A3G deaminase	hIAP block	hIAP activ	MPTP block	MIN6 prolif	ATG4B inhibitor
CCc1cc2c3c(c1)C(C)CC(C)(C)N3C(=O)C2=O (stereo not drawn)	0.98	2.0	0.3	-7.1	18.0	0.82	1.0	-4.7	-8.5
CCOC(=O)C1(CCc2ccccc2)CCN(Cc2cc(OC)c(OC)cc2OC)CC1	0.984	1.6	-6.1	-0.8	-5.6	1.06	2.2	-4.2	3.3
O=C(NCCCN1CCC(Cc2ccccc2)CC1)C1CC(=O)N(C2CCCC2)C1 (stereo not drawn)	1.09	-9.3	-0.5	-3.4	17.9	0.821	-1.4	3.5	2.7
O=C(Nc1ccc(Cl)cc1)c1ccc2c(c1)OCO2	1.03	-2.8	-2.6	-2.6	8.9	0.911	0.4	-1.4	-7.3
Cc1ccccc1OCCNc1cc(N2CCNCC2)ccc1[N+](=O)[O-]	0.818	18.2	0.5	-4.5	19.7	0.803	·	-5.8	·
COc1ccc(-c2nn(-c3ccccc3)cc2/C=N/NC(=O)c2ccc3c(c2)OCO3)cc1	0.962	3.8	-1.3	-1.6	20.6	0.794	·	-2.2	·
Cc1ccc(NC(=O)NC(=O)N(c2ccccc2)S(C)(=O)=O)cc1	1.17	-16.7	1.1	-4.1	-6.0	1.06	23.8	-0.9	-18.3
Cc1cc(C(=O)NNC(=O)c2ccc(C)c([N+](=O)[O-])c2)c(C)o1	0.96	4.0	-3.0	-10.5	-12.8	1.13	-0.7	1.1	-4.2
CC(=O)c1cn(C2OC(CO)C3OC(C)(C)OC32)c(=O)n(C)c1=O (stereo not drawn)	0.968	3.2	0.1	-8.3	-2.3	1.02	2.4	-2.0	-5.5
COC(=O)CC1=C(C(=O)OC)C(c2cc(OC)c(OC)cc2OC)C(C#N)=C(N)O1 (stereo not drawn)	1.02	-2.0	2.4	3.1	-3.8	1.04	-1.2	-1.8	-5.6
C/C(=N/NS(=O)(=O)c1ccc(C)cc1)c1cccc(NC(=O)c2cccc(Cl)c2)c1	0.991	0.9	-1.5	-2.5	-10.8	1.11	-0.2	-4.3	-23.4
CCOC(=O)c1c(C)n(C)c2ccc(OCC(O)Cn3nc(C)cc3C)cc12 (stereo not drawn)	1.08	-7.6	-1.4	-6.0	-0.2	1	0.9	0.2	-10.3
COc1ccccc1OCC(=O)Nn1c(=S)[nH]c2ncccc2c1=O	1.01	-0.7	-4.6	-5.3	22.5	0.775	2.4	0.0	-1.5
CCOc1ccc(CN(C)C(=O)c2cc(S(=O)(=O)N3CCCC3)ccc2C)cc1	0.961	3.9	2.4	-2.2	6.0	0.94	-0.7	1.8	-44.3
Cc1ccc(S(=O)(=O)N/N=C\c2cn(CC(N)=O)c3ccccc23)cc1	0.983	1.7	-4.9	-9.1	2.2	0.978	2.8	-0.5	8.2
Cc1cc(C)n(-c2ccc(C(=O)NCC(c3ccco3)N3CCCC3)cc2)n1 (stereo not drawn)	1.16	-16.1	-2.6	-6.1	-3.4	1.03	-0.9	-0.4	6.5
O=C(COC(=O)C12CC3CC(CC(O)(C3)C1)C2)N1CCN(S(=O)(=O)c2ccc(Cl)cc2)CC1	1.03	-3.4	0.8	-0.7	1.1	0.989	0.8	0.0	-8.5
CCn1c(COc2cccc(C)c2)nnc1SCC(=O)NC1CCCC1	1.06	-5.8	2.7	-0.7	3.8	0.962	-0.6	-2.3	-12.7
COc1ccc(CN2CCN(c3ccccc3OC)CC2)cc1OC	1.1	-10.0	-7.1	-5.2	-16.0	1.16	0.2	-0.2	2.4
O=C(N/N=C/c1cccc(O)c1)c1ccc(COc2ccc3c(c2)CCC3)o1	1	0.0	1.6	8.4	9.0	0.91	1.9	-3.4	-13.6
CSc1ncccc1C(=O)Nc1ncc(C)s1	1.08	-8.1	-5.1	-9.4	6.2	0.938	-1.0	-3.7	7.2
O=S(=O)(c1ccc(Cl)c(NC(=S)Nc2ccccc2N2CCOCC2)c1)N1CCOCC1	0.956	4.4	-0.4	3.4	9.0	0.91	1.9	-0.6	-8.6
N#Cc1cc2c(=O)n3ccccc3nc2n(CCCN2CCOCC2)c1=O	0.941	5.9	8.3	0.8	6.1	0.939	-0.5	-0.8	-1.0
Cc1noc(C)c1S(=O)(=O)Nc1ccc2c(c1)C(=O)N([C@H](C)CO)C[C@H](C)[C@@H](CN(C)C(=O)Nc1ccc3c(c1)OCO3)O2	1.14	-13.9	-3.6	-6.6	1.5	0.985	4.1	-2.9	·

Screens deposited in PubChem by Sanford-Burnham Center for Chemical Genomics.
